POLI inh: inhibitors of human DNA polymerase iota; Q9UNA4; Pol iota fluorescent replication assay, 10 min; Potency, µM (series often up to 115 µM), for inactives: at the top dose activity, negative = inhibition, usual class: inhibitors; 1% of 390,000 active
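Pol iota at 10 nM preincubated 15 min with compounds at room temperature; reaction started with fluorescent substrate, 50 nM final. Fluorescence read kinetically at 0 and 10 min; buffer-only wells as negative control.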
POLB inh: DNA polymerase beta (human) inhibition | Potency, µM (series often up to 114 µM), inactives show top-dose activity change, negative = inhibition, hits mostly inhibitors | Pol beta primer extension/strand displacement, fluorescence kinetic | 1.3% of 340,000 active | AID 485314; note: % is set by controls: 0 for no effect and ±100 for the full control effect
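Human Pol beta at 10 nM; strand-displacement substrate 50 nM final. Compound exposure 15 min at room temperature before start, reaction 10 min at room temperature.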
G9a block: blocks human histone lysine methyltransferase G9a; Potency, µM (doses to about 102 µM), for the others: at the highest dose activity, negative = inhibition, hits mostly inhibitors; 8.8% of 350,000 active; AID 504332; G9a H3K9 monomethylation, AlphaScreen, 2 h; note: % is set by controls: 0 for no effect and ±100 for the full control effect; nearly all actives have a fitted effect of over 75% in size
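G9a (20 nM) was preincubated 15 min with compound, then reacted 2 h at room temperature with 500 nM biotin-H3K9 peptide and 20 µM SAM. Monomethyl-H3K9 detected by AlphaScreen using anti-H3K9me1 antibody.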
JMJD2A Tudor inh: blocks the human JMJD2A Tudor domain; AlphaScreen JMJD2A-Tudor / H3K4me3 peptide binding; Potency, µM (highest dose often 114 µM), inactives show at the highest dose activity change, negative = inhibition, hits mostly inhibitors; 4.4% of 390,000 active; AID 504339; note: % is set by controls: 0 for no effect and ±100 for the full control effect; nearly all actives have a fitted effect of over 50% in size
Target sequence (O75164 whole entry, looked up, the tested form may be a part): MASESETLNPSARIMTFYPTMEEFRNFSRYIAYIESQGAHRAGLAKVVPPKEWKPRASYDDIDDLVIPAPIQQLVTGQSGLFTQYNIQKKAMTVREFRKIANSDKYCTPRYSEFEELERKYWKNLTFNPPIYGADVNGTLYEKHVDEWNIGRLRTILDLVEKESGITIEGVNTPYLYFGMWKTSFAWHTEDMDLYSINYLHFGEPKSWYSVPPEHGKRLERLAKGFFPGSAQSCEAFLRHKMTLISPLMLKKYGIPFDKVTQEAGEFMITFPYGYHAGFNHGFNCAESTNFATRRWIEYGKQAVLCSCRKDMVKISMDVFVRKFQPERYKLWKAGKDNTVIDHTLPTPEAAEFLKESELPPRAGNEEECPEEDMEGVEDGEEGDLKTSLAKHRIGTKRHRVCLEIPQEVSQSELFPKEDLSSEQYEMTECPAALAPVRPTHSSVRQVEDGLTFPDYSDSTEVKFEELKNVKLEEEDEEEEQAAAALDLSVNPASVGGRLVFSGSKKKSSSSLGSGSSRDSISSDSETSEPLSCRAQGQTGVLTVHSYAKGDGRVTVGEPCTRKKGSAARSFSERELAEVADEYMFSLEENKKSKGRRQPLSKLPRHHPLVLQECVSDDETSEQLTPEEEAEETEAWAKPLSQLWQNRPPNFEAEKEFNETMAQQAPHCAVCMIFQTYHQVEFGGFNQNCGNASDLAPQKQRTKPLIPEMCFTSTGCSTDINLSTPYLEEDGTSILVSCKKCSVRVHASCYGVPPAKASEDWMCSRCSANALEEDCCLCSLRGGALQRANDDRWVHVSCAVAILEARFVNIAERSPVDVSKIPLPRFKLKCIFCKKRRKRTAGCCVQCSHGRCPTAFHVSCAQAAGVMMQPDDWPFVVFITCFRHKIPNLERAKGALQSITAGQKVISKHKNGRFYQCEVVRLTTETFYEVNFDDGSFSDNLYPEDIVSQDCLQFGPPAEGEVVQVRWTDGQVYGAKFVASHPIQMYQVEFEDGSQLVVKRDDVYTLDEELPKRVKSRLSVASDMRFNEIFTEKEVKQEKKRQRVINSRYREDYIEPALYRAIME
Pol kappa inh: DNA polymerase kappa (human) inhibition; Q9UBT6; purified Pol kappa, fluorescent DNA synthesis assay, 10 min; Potency, µM (doses to about 107 µM), for the others: at the top dose activity, negative = inhibition, usual class: inhibitors; 0.53% of 400,000 active; note: % is set by controls: 0 for no effect and ±100 for the full control effect
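Fluorescent qHTS in 1536-well format: enzyme (10 nM) and compound sat 15 min at room temperature before 50 nM substrate (final) was added. Signal taken at 0 and 10 min; no-enzyme buffer wells were negative controls.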
APEX1 inh: inhibitors of human APE1 endonuclease; P27695; recombinant APE1, TAMRA/BHQ-2 abasic DNA cleavage fluorescence; Potency, µM (series often up to 65.8 µM), for the others: at the top dose activity change, negative = inhibition, hits mostly inhibitors; 0.35% of 350,000 active;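 note: plate controls were vehicle for no effect and reference inhibitor for full effect; nearly all actives have a fitted effect of over 55% in size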
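Substrate: short duplex with […] THF abasic site, 5'-TAMRA and 3'-BHQ-2, 50 nM final. APE1 at 0.75 nM, preincubated 15 min RT with compound. Fluorescence increase from first to third read measured activity.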
BLM helicase inh: Bloom syndrome helicase (human) inhibition; P54132; recombinant BLM DNA unwinding, fluorescence dequenching; Potency, µM (doses to about 56.1 µM), inactives show top-dose activity change, negative = inhibition, usual class: inhibitors; 0.2% of 350,000 active;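 note: plate controls were vehicle for no effect and no enzyme for full effect; nearly all actives have a fitted effect of over 35% in size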
POLH inh: blocks human DNA polymerase eta activity. Q9Y253. recombinant Pol eta, fluorescent DNA replication assay. Potency, µM (titrated, usually from 114 µM), for the others: at the highest dose activity change, negative = inhibition, hits mostly inhibitors. 1.2% of 390,000 active; note: % is set by controls: 0 for no effect and ±100 for the full control effect
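Pol eta at 10 nM preincubated with compounds 15 min at room temperature; reaction started with fluorescent substrate (50 nM final) and read kinetically at 0 and 10 min.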
BAZ2B block: blocks human BAZ2B; Q9UIF8; AlphaScreen BAZ2B-H3K14Ac peptide displacement; Potency, µM (highest dose often 114 µM), without a hit: at the top dose activity change, negative = inhibition, hits mostly inhibitors; 4.4% of 360,000 active; AID 504333; note: % is set by controls: 0 for no effect and ±100 for the full control effect; nearly all actives have a fitted effect of over 60% in size
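Multi-concentration screen (max 110 uM) measuring displacement of acetylated histone H3 peptide from BAZ2B by AlphaScreen, using 50 nM protein, 50 nM peptide and 10 ug/mL streptavidin donor plus Ni-chelate acceptor beads.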
Numbers without * were called inactive; ? = inconclusive; / = not tested or not shown; & = joins results of further samples; [ ] = remark or other dose. Calls come from the whole dose curve; as a rule, active = well fitted curve in the direction sought with a large enough effect; inconclusive = small, poorly fitted or top-dose-only effect, or another doubt; inactive = no such curve, though single readings can be large; an effect the other way counts as inactive or inconclusive. Potency is the fitted concentration of half-maximal effect.

#	Molecule	POLI inh	POLB inh	G9a block	JMJD2A Tudor inh	Pol kappa inh
1	CC(C)NC(=S)Nc1c(N)[nH]c(=O)[nH]c1=O	29%	30%	56µM*	-5%	-3%
2	Cc1ccc(NC(=S)N(Cc2cccs2)Cc2cc3cc(C)cc(C)c3[nH]c2=O)cc1	23%	59%	-6%[59 µM]	-20%	-5%
3	COc1ccc(N2CCN(C(=S)Nc3cccc(C)c3C)CC2)cc1	5%	18%	12%	-7%	-5%[60.1 µM]
4	O=[N+]([O-])c1cccnc1SCc1ccccc1	21%	-1%	45µM*	14µM*	2%
5	O=C1c2ccccc2C(=O)N1Cc1nc2ccccc2o1	28%	-21%	8%	-12%	-6%
6	CC1(C)CC(=O)C(N=Nc2ccc(S(=O)(=O)N3CCOCC3)cc2)=C(O)C1	-6%	3%	-17%[59 µM]	35µM*	-4%
7	COc1ccc(C2C(=O)N(C3CCCCC3)CC(=O)N2CCc2ccc(C)cc2)cc1OC (stereo not given)	-8%	6%	-18%[59 µM]	-35%	-8%[60.1 µM]
8	NC(=O)C1CCN(c2oc(-c3cccs3)nc2S(=O)(=O)c2ccc(Cl)cc2)CC1	34%[activator]	/	/	?	-14%

#	APEX1 inh	BLM helicase inh	POLH inh	BAZ2B block
1	-6%	-1%	-2%	-1%
2	18%	1%	-20%	5%
3	11%	-3%	6%	3%
4	4%	-7%	-18%	32µM*
5	1%	1%	-21%	-4%
6	-1%	-2%	15%	-16%
7	/	-8%	8%	-13%
8	10%	/	?	/

(listing goes on)
#	Molecule	POLI inh	POLB inh	G9a block	JMJD2A Tudor inh	Pol kappa inh
9	CC1CCN(CC(O)COc2ccc(C(=O)c3ccccc3)cc2)CC1 (stereo not given)	35%[activator]	32%	4%[0.501 µM]	-12%	7%
10	CCc1nc2ccc(C(=O)N(C)CC(=O)Nc3ccc(Cl)c(C(F)(F)F)c3)cc2nc1CC	76%[activator]	/	0%[0.501 µM]	-21%	-8%
11	CCn1c2ccccc2c2cc(NC(=O)c3cccc(OC)c3OC)ccc21	-10%	50%	19%[59 µM]	-1%	-13%
12	Cc1ccc(S(=O)(=O)NCC(=O)OCC(=O)N2CC(C)OC(C)C2)cc1 (stereo not given)	11%	/	/	-1%	5%
13	COc1ccc(N2CCN(C(=O)NCc3cccc(OC)c3)CC2)cc1	10%	13%	?	-15%	0%
14	CS(=O)(=O)c1ccc(CNC(=O)[C@]2(C(F)(F)F)C[C@H](CCc3ccccc3)CCCO2)cc1	-12%&7%	/	/	-21%&-16%	-2%&-2%
15	COc1cccc(-n2nc(C(=O)N3CCN(Cc4ccccc4)CC3)c3ccccc3c2=O)c1	-2%	?	-36%	?	-6%
16	COc1ccc(Cc2nnc(SCC(=O)Nc3ccc(C)cc3C)[nH]c2=O)cc1	-6%	/	1%	-5%	-14%

#	APEX1 inh	BLM helicase inh	POLH inh	BAZ2B block
9	2%	6%	-2%	9%
10	28%	/	-24%	?
11	12%	-5%	-6%	-4%
12	17%	/	-23%	/
13	25%	-2%	11%	2%
14	-5%	-5%	-20%	/
15	2%	-7%	4%	-23%
16	13%	/	-1%	6%

Ordered by formula weight (rising): part of the list above.
#	Molecule	POLI inh	POLB inh	G9a block	JMJD2A Tudor inh	Pol kappa inh
9	CC1CCN(CC(O)COc2ccc(C(=O)c3ccccc3)cc2)CC1 (stereo not given)	35%[activator]	32%	4%[0.501 µM]	-12%	7%
12	Cc1ccc(S(=O)(=O)NCC(=O)OCC(=O)N2CC(C)OC(C)C2)cc1 (stereo not given)	11%	/	/	-1%	5%
14	CS(=O)(=O)c1ccc(CNC(=O)[C@]2(C(F)(F)F)C[C@H](CCc3ccccc3)CCCO2)cc1	-12%&7%	/	/	-21%&-16%	-2%&-2%

#	APEX1 inh	BLM helicase inh	POLH inh	BAZ2B block
9	2%	6%	-2%	9%
12	17%	/	-23%	/
14	-5%	-5%	-20%	/

(continued)
#	Molecule	POLI inh	POLB inh	G9a block	JMJD2A Tudor inh	Pol kappa inh
17	CC(C)[C@H](NC(=O)c1cccc(CN(Cc2ccccc2)C(=O)c2ccccc2)c1)C(=O)O	-17%[58.9 µM]	/	/	-19%	-16%
18	O=C1CCN(Cc2ccc(Cl)cc2Cl)C(=O)N1	53%[activator]	/	/	-16%	-2%
19	Cc1ccc(N(CC(=O)N2CCN(Cc3ccccc3)CC2)S(C)(=O)=O)cc1C	19%	30%	-5%	-14%	-19%
20	CCOc1ccc(Nc2nc(Cc3nnc(SCC(=O)O)o3)cs2)cc1	?	79µM*	50µM*	89µM*	?
21	Cc1cc(C)nc(Sc2ccc([N+](=O)[O-])cc2[N+](=O)[O-])n1	4%	12%	-16%[59 µM]	-17%	-10%
22	Cc1ccc2nc(N3CCN(C(=O)c4ccco4)CC3)c3nncn3c2c1	14%	81%	5%	-6%	1%
23	COc1ccc(N2CCN(c3oc(Cc4cccc5ccccc45)nc3C#N)CC2)cc1	-7%[58.9 µM]	10%	7%[0.0925 µM]	?	-7%
24	CCOCCCNC(=O)c1cc(Sc2nnc(C)s2)nc2ccccc12	40%[activator]	24%	7%	-16%	-6%

#	APEX1 inh	BLM helicase inh	POLH inh	BAZ2B block
17	/	/	-21%	/
18	/	/	-7%	/
19	29%	-5%	-19%	1%
20	?	-5%	50µM*	?
21	1%	-3%	?	2%
22	6%	-7%	-10%	-13%
23	-4%	-6%	-1%	4µM*
24	0%	-2%	-13%	-10%

The list goes on:
#	Molecule	POLI inh	POLB inh	G9a block	JMJD2A Tudor inh	Pol kappa inh
25	N#Cc1c(-c2ccccc2)nc(SCC(=O)Nc2ccc(OC(F)(F)Cl)cc2)[nH]c1=O	12%	22µM*	20%[2.33 µM]	-12%	5%
26	CC1(NC(=O)C2CCN(C(=O)Nc3ccccc3)CC2)CCS(=O)(=O)C1 (stereo not given)	37%[activator]	14%	47%	-18%	-10%
27	C=CCn1c(O)c2ccc(C(=O)N=NC(=O)COc3ccc(OC)cc3)cc2c1O	30%	-1%	27%	1%	-7%
28	CC(C)(C)OC(=O)C[C@H]1C/C=C\C[C@H](CC(=O)N[C@H](CO)Cc2ccccc2)C(=O)N[C@H](C(C)(C)C)COC1=O	-5%	/	/	-17%	-3%
29	COc1ccccc1-n1c(SCC(=O)Nc2ccccc2C)nc(O)cc1=O	56µM*	1%	-3%	5%	-19%
30	CCOc1ccc(S(=O)(=O)N2CCN(C(=O)c3cc([N+](=O)[O-])ccc3N3CCOCC3)CC2)cc1	14%	/	3.2µM*	-16%	-5%
31	CC(C)(C)c1ccc(C(=O)N2CCC(C(=O)NCC3CCCO3)CC2)cc1 (stereo not given)	9%	?	16%[59 µM]	-23%	-1%
32	O=C(CSc1ccc(-c2ccncc2)nn1)N1CCCCC1	87%[activator]	4%	9%	-20%	-8%

#	APEX1 inh	BLM helicase inh	POLH inh	BAZ2B block
25	-15%	-19%	?	-8%
26	-2%	1%	-1%	9%
27	-5%	-3%	-18%	8%
28	-6%	/	-15%	/
29	2%	-16%	-9%	5%
30	-5%	/	2%	3%
31	?	-3%	4%	4%
32	14%	-18%	-8%	3%

An excerpt of these results, with values under each structure:
Screens in order: POLI inh, POLB inh, G9a block, JMJD2A Tudor inh, Pol kappa inh, APEX1 inh, BLM helicase inh, POLH inh, BAZ2B block
(27) C=CCn1c(O)c2ccc(C(=O)N=NC(=O)COc3ccc(OC)cc3)cc2c1O
    30%, -1%, 27%, 1%, -7%, -5%, -3%, -18%, 8%
(5) O=C1c2ccccc2C(=O)N1Cc1nc2ccccc2o1
    28%, -21%, 8%, -12%, -6%, 1%, 1%, -21%, -4%
(19) Cc1ccc(N(CC(=O)N2CCN(Cc3ccccc3)CC2)S(C)(=O)=O)cc1C
    19%, 30%, -5%, -14%, -19%, 29%, -5%, -19%, 1%

New compounds follow.
#	Molecule	POLI inh	POLB inh	G9a block	JMJD2A Tudor inh	Pol kappa inh
33	COc1cccc(Nc2ncc3nc(-c4cc(F)cc(F)c4)c(=O)n(CCC#N)c3n2)c1	/	/	-1%[12.7 µM]	/	2%[60.1 µM]
34	O=C(COC(=O)c1cc([N+](=O)[O-])ccc1N1CCOCC1)NC1CCS(=O)(=O)C1 (stereo not given)	30%	/	13%[0.501 µM]	-11%	-7%
35	CCSc1nc(O)c(C2OC(=O)c3c2ccc(OC)c3OC)c(=O)n1-c1ccccc1 (stereo not given)	-11%	6%	-22%	2%	-5%
36	COc1cccc(CN(c2ccc3c(c2)CCC3)S(=O)(=O)c2ccc(-n3cnnn3)c(OC)c2)c1	191%[activator]	0%	4%[59 µM]	-6%	-6%
37	C=CCn1c(C(C)NC(=O)CCC)nc2ccccc21 (stereo not given)	-10%	3%	?	4%	-13%[60.1 µM]
38	CCN(CC(=O)Nc1c(F)cccc1F)C(=O)c1ccc(C(F)(F)F)cc1	5%	67%	4%	-12%	0%
39	O=C(CNC(=S)NC(=O)c1cccc([N+](=O)[O-])c1)c1ccccc1	18%	-14%	9%[59 µM]	-20%	-16%
40	Cc1cc(C)c2sc(N3CCN(C(=O)c4ccc(N(C)C)cc4)CC3)nc2c1	1%	1%	22µM*	40µM*	-5%[60.1 µM]

#	APEX1 inh	BLM helicase inh	POLH inh	BAZ2B block
33	18%	-5%	/	/
34	13%	/	-18%	12%
35	0%	-3%	-10%	-1%
36	20%	-9%	-22%	7%
37	17%	-14%	-3%	-3%
38	-11%	-2%	-22%	0%
39	-3%	-2%	-6%	6%
40	/	-10%	-13%	20µM*

High-throughput results deposited in PubChem by National Center for Advancing Translational Sciences (NCATS).

Not all compounds are listed; count on the stated rates, not on these rows.
